Hsp70 activator = switches on Hsp70 transcription; HeLa Hsp70 promoter luciferase reporter, luminescence; scaled: vehicle 0, proteasome-inhibitor control 100%; activation, % at 10 µM; 200,000 tested, 0.04% active;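 active = activation above the mean across all tested compounds plus 3 SD, cutoff set per campaign, cut at about 5.5% in these data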;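 also: 100% = MG132 at 30 µM as the positive control and 0% = DMSO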
TNAP inh noacc = TNAP (human) inhibition, acceptor-free conditions; 200,000 tested, 0.26% active; AID 1012; P05186; purified TNAP, CDP-star luminescence, 30 min; inhibition, % at 20 µM;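 active = tissue-nonspecific alkaline phosphatase inhibition above about 50% at 20 µM in the single-dose screen, limit read from the data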;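 also: 0% = DMSO negative control and 100% = EDTA positive control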
Target sequence (P05186 whole entry, looked up): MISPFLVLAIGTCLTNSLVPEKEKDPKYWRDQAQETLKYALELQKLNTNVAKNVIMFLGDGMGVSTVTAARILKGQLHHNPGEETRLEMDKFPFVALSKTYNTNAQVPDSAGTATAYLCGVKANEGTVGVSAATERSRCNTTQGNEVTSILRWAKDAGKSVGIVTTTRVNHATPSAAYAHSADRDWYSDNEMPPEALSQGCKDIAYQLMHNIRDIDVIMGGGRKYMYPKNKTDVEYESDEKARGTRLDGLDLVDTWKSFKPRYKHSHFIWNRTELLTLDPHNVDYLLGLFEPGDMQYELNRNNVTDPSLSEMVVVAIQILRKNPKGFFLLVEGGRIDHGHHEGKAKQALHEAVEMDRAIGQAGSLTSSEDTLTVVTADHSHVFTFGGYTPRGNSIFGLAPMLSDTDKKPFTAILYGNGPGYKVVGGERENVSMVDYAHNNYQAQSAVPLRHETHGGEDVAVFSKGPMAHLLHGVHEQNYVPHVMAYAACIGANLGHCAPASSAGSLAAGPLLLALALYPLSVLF
TNAP inh hiacc = TNAP (human) inhibition, high acceptor. P05186. inhibition, % at 20 µM. 200,000 tested, 0.03% active. purified TNAP, CDP-star luminescence, 1 M DEA;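 active = over 50% inhibition of tissue-nonspecific alkaline phosphatase at 20 µM in the single-dose screen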;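 also: plate controls were DMSO wells for no effect and EDTA-quenched wells as full inhibition for full effect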
PMI activator = increases human mannose-6-phosphate isomerase activity. AID 1214. 190,000 tested, 0.005% active. purified human PMI, coupled resazurin fluorescence, 20 min; stronger effect = higher value; 1 = vehicle control, 0 substrate-free wells. P34949. activation factor at 20 µM;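 active = activation factor of 2 or more at 20 µM, relative to plate controls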
Target sequence (P34949 whole entry, looked up): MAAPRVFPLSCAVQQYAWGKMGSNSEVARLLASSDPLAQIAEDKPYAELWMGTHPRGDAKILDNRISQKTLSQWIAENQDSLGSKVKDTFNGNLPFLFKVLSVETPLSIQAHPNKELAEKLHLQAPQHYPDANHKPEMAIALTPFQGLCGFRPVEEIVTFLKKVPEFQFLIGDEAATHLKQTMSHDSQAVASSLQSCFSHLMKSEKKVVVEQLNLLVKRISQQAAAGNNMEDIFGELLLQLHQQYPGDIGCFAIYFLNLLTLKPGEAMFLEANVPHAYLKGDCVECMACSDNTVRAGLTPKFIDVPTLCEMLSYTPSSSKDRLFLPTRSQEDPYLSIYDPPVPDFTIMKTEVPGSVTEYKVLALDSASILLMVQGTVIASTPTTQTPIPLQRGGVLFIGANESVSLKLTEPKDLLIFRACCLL
Redox H2O2 prof = compounds producing H2O2 with reducing agent – biochemical, NIH compound library profiling, artefact control for MLSCN library redox annotation, primary screen; DTT-dependent redox cycling H2O2, phenol red/HRP absorbance; 100% = 100 µM peroxide control, 0% = buffer; activation, % at 10 µM; 200,000 tested, 0.03% active;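 active = activation of at least 50% relative to the plate's high and low controls in the primary single-dose screen; inactive = activation below 50%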;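 also: compound incubated with DTT at 0.8 mM final as the reducing agent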
S1P3 antagonist = blocks the human S1P3 receptor; Q99500; CHO S1P3 NFAT-BLA reporter, FRET fluorescence, antagonist mode; inhibition, % at 4.98 µM; 170,000 tested, 0.27% active;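 active = inhibition above the plate cutoff, the mean inhibition of test wells on that plate plus 3 SD, cut at about 28% in these data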;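 also: cells challenged with S1P at its EC80 of 0.8 µM; blue over green emission ratio from cleaved BLA substrate after 4 h stimulation; 0% = S1P-stimulated wells and 100% = unstimulated DMSO-only wells; some compounds past the cut are filed as inactive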
Efa HMGR inh = E. faecalis class II HMG-CoA reductase inhibition. inhibition, % at 10 µM. 190,000 tested, 0.41% active. AID 1066. purified E. faecalis HMGR, NADPH absorbance 340 nm kinetic;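 active = inhibition above a set limit, the median over all tested compounds plus 3 SD, cut at about 9.5% in these data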;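 also: enzyme runs in reverse so mevalonate oxidation gives rising NADPH absorbance; 0% = complete reaction with DMSO and 100% = background rate lacking mevalonate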
PMI act hi M6P = activators of human phosphomannose isomerase at near-saturating mannose 6-phosphate; activation factor at 20 µM; P34949; 190,000 tested, 0.34% active; coupled PMI enzyme assay, resazurin fluorescence, 20 min; stronger effect = higher value; 1 = untreated enzyme, 0 = substrate-free blank;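 active = activation factor of 2 or more at 20 µM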
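Material: human phosphomannose isomerase with PGI, G6PDH, diaphorase coupling enzymes. Quantity: 15 ng/mL PMI. Medium: HEPES pH 7.4 buffer with MgCl2 and Tween-20. Reagent: Near-saturating mannose-6-phosphate, 1.0 mM. Compound: 20 µM single dose. Times: enzyme reaction with compound 20 min at room temperature. Detection: resorufin fluorescence at Ex 544/Em 590 nm.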
RAM inhibit = yeast RAM network inhibition | S. cerevisiae dse1pr::URA3 reporter, 5-FOA growth OD615, 2 d; analog-sensitive cbk1-as2 kinase mutant strain | inhibition, % at 50 µM | 190,000 tested, 1.8% active | AID 868;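 active = inhibition above a set limit, 3 SD over mean compound inhibition, cut at about 8.4% in these data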;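 also: 0% = DMSO-only wells with no growth and 100% = 10 µM 1-NA-PP1 full growth; inhibition rescues growth on 5-FOA so higher OD means more RAM inhibition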
Lmaj promast = reduces viability of Leishmania major promastigotes | inhibition, % at 10 µM | 200,000 tested, 9% active | resazurin fluorescence viability | AID 1063; in the data active = inhibition above about 50%;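 also: promastigotes grown with compound for 44 hours at 28 °C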
Starred values were filed as active, the others as inactive; · = no result given; & = joins results of further samples. Rows are unselected; overall some 12% were active at least once.

SMILES | Hsp70 activator | TNAP inh noacc | TNAP inh hiacc | PMI activator | Redox H2O2 prof | S1P3 antagonist | Efa HMGR inh | PMI act hi M6P | RAM inhibit | Lmaj promast
O=C(CSc1n[nH]c(-c2ccccc2)n1)NC(=O)NCc1ccco1 | -0.3 | 63* | -7 | 1 | 2.8 | -6 | 0 | 0.9 | 2.5 | -8
Cc1cccc(NC(=O)CCC(=O)N/N=C/c2ccncc2)c1 | -0.2 | 0 | -3 | 0.9 | -0.6 | 0 | -1 | 1 | 1.2 | -7
O=C(NCC1CCN(c2ccc(S(=O)(=O)N3CCOCC3)cc2)CC1)c1cccc(Cl)c1 | -0.2 | -3 | -5 | 0.9 | 0.0 | · | 0 | 0.9 | 3.3 | 97*
COc1ccccc1CNC(=O)c1nn(-c2ccc(C)cc2)c(=O)c2c1c1ccccc1n2C | 0.0 | -7 | -4 | 0.8 | 0.2 | · | -7 | 0.9 | 9.4* | 5
Cc1ccc(C(=O)CSc2nnc(CNc3ccc(C)cc3C)n2Cc2ccco2)cc1 | -0.1 | -3 | 0 | 0.9 | 2.7 | 20 | -2 | 1.1 | 2.4 | 60*
CCOC(=O)CSc1nc2ccsc2c(=O)n1C1CCN(C(=O)OCC)CC1 | -0.5 | -9 | -4 | 1 | -0.3 | · | -9 | 1.1 | 2.6 | 9
C/C(CC(=O)Nc1c(C)cc(C)cc1C)=N\NC(=O)OC(C)(C)C | -0.1 | -9 | -6 | 1 | -0.4 | 5 | 0 | 1 | 2.0 | -4
CC/C(=N/NC(=O)CCC(=O)Nc1ccccc1OC)c1ccccc1 | -0.2 | -11 | -7 | 1 | 0.2 | 2 | 0 | 1.1 | 0.5 | 14
CCOc1ccc(-c2cc(C(=O)N3CCN(c4ccccn4)CC3)c3ccccc3n2)cc1 | -0.3 | -9 | -1 | 0.9 | 3.2 | 12 | 0 | 0.9 | -0.5 | 17
Oc1ccc(N=Nc2cccc(Cl)c2)cc1C=Nc1ccc(N2CCOCC2)cc1 | -0.4 | 16 | 18 | 0.8 | 0.9 | -12 | 7 | 0.7 | -0.1 | 38
CCOC(=O)c1cccc(C(=O)Oc2ccccc2)n1 | -0.3 | -36 | -3 | 1 | 0.1 | · | -3 | 1 | 0.3 | 1
CC(=O)c1cc(C(=O)N2CCc3c([nH]c4ccccc34)C2CC(C)C)[nH]n1 (stereo unspecified) | -0.3 | -8 | -5 | 0.9 | -0.9 | 1 | 0 | 1 | 1.4 | 43
Cc1ccccc1-n1nnnc1SCc1cc(=O)n2ccsc2n1 | -0.4 | -2 | 3 | 1 | -1.6 | -17 | 1 | 1 | -0.2 | 21
OC(c1ccccn1)C1CCN(Cc2nc(C(c3ccccc3)c3ccccc3)no2)CC1 (stereo unspecified) | 0.1 | -8 | -6 | 1 | -0.4 | -12 | 0 | 1 | 0.0 | -2
O=C([C@H](Cc1ccc(O)cc1)n1cc(CCO)nn1)N1CCNCC1 | -0.2 | -9 | -4 | 1 | -1.0 | 2 | 3 | 1 | 1.2 | -7
FC(F)(F)c1cc(-c2ccco2)nc(NCc2cccs2)n1 | -0.4 | -2 | 2 | 0.8 | -0.1 | · | 0 | 0.8 | 3.3 | 7
Cc1nc(CN2CCN(Cc3nc(C(c4ccccc4)c4ccccc4)no3)CC2)cs1 | -0.1 | -8 | -4 | 1 | 1.0 | 7 | -2 | 1 | -0.9 | 0
Cc1cccc(/C=N\NC(=O)c2csnn2)c1 | 0.1 | -7 | -2 | 0.8 | 2.0 | · | -6 | 0.8 | 0.5 | -1
COc1ccc(S(=O)(=O)N(CC(=O)NC2CC2)C2CCCCC2)cc1Cl | 0.7 | -10 | -4 | 0.9 | -1.9 | -28 | -8 | 1 | 2.0 | 5
COc1cccc(-c2nn[nH]n2)c1O | -0.4 | -3 | -3 | 0.8 | -0.1 | -6 | 1 | 0.9 | 1.6 | -6
COc1ccc(C2C(C#N)=C(N)Nc3onc(C(C)(C)C)c32)c(OC)c1 (stereo unspecified) | -0.1 | -6 | -5 | 1 | -0.6 | 7 | -3 | 1 | 2.5 | 10
COC(=O)C1(S(=O)(=O)c2cc(Br)cc3c2N(C(C)=O)CC3)CC1 | -0.1 | -4 | -8 | 1 | -0.3 | 4 | -3 | 1 | 2.7 | 2
O=C(CN1CCN(c2ccc(O)cc2)CC1)NC(c1ccccc1)c1ccccc1 | -0.3 | -5 | -4 | 0.7 | -0.2 | -11 | -2 | 0.4 | -0.1 | 84*
COc1ccc(OC)c(C2C(C#N)=C(N)Oc3cc(C)n(Cc4ccccn4)c(=O)c32)c1 (stereo unspecified) | 0.3 | -10 | -4 | 0.9 | 1.0 | · | -1 | 0.9 | 2.2 | -4
CCN(CC)C(=O)CSc1nc2ccccc2c(=O)n1OC | -0.5 | -5 | -3 | 1 | -0.7 | -33 | -3 | 1 | 0.0 | -6

(list continues)
SMILES | Hsp70 activator | TNAP inh noacc | TNAP inh hiacc | PMI activator | Redox H2O2 prof | S1P3 antagonist | Efa HMGR inh | PMI act hi M6P | RAM inhibit | Lmaj promast
CSCCC(C(=O)O)N1C(=O)c2ccc(C(=O)O)cc2C1=O (stereo unspecified) | -0.2 | -6 | -6 | 1.1 | 0.5 | · | -6 | 0.9 | 0.8 | -1
CN(C)c1ccc(NC(=O)CN2CCN(CC(=O)Nc3ccc(F)cc3)CC2)cc1 | -0.3 | -13 | -8 | 0.9 | -0.1 | -13 | 2 | 0.9 | 0.0 | -7
Cc1c(CCOC(=O)C23CC4(C)CC(C)(CC(C)(C4)C2)C3)sc[n+]1CC(=O)c1ccccc1 | -0.1 | 18 | 22 | 1.1 | -0.3 | -14 | -2 | 1.2 | -1.5 | 23
CC(C)CC(NC(N)=O)C(=O)Nc1cccc([N+](=O)[O-])c1 (stereo unspecified) | 0.3 | -7 | -1 | 1 | -1.7 | -8 | -3 | 0.9 | 0.2 | 1
CC(C)(C)c1ccc(NC(=O)COC(=O)c2ccc(NS(=O)(=O)c3ccc(F)c(F)c3)cc2)cc1 | 0.2 | 2 | -2 | 0.9 | 0.3 | 12 | -2 | 0.9 | 2.1 | -6
COc1ccccc1[C@@H]1C(c2cccc(C)c2)=NN(c2ccccc2)[C@H]1C(=O)N1CCOC1=O | -0.4 | -13 | -8 | 0.9 | -0.5 | -22 | -10 | 0.9 | 4.9 | 14
Cc1ccc(F)cc1NC(=O)Cc1nn(C)c(=O)c2ccccc12 | -0.3 | -2 | -2 | 0.9 | 1.5 | · | -2 | 0.9 | 4.2 | -5
O=C(O)CCCC(=O)N1CCN(C(c2ccccc2)c2ccccc2)CC1 | -0.6 | -4 | -3 | 1 | 0.1 | -24 | -5 | 1 | 1.0 | -3
CC(C)(C)C(=O)Cn1ncc(Br)c(Br)c1=O | -0.3 | -5 | -6 | 0.9 | 0.0 | -1 | -2 | 0.9 | 2.3 | 56*
CCCCn1cnc2c1c(=O)[nH]c(=O)n2CCCC | -0.1 | 2 | -5 | 1 | 0.2 | · | 2 | 1 | 0.6 | 1
CC1(N2CCOCC2)CC2(O)C(=[N+]1[O-])CCc1c2no[n+]1[O-] (stereo unspecified) | -0.2 | -19 | -4 | 0.8 | -2.6 | -13 | 1 | 0.5 | 0.9 | -9
Cc1c2cnn(CC(=O)Nc3c(F)c(F)cc(F)c3F)c(=O)c2c(C)n1Cc1ccccc1F | -0.3 | -10 | -3 | 0.8 | 0.0 | 2 | 1 | 0.7 | 4.1 | 1
O=C1c2ccncc2C(=O)N1Cc1cccc(Cl)c1 | 0.1 | -9 | -2 | 1 | -8.2 | · | -6 | 1.1 | -0.6 | -5
COc1ccccc1NCC(=O)N/N=C(\C)c1ccc(Br)s1 | -0.2 | -19 | -1 | 0.8 | -0.1 | -6 | 2 | 0.9 | 2.8 | 0
Cc1ccc(OCc2ccc(C(=O)Nc3ccc(S(N)(=O)=O)cc3)o2)cc1 | -0.3 | -14 | -2 | 1.1 | -1.6 | -2 | -4 | 1.1 | 1.9 | 0
Cc1c(Cl)cccc1NC(=O)CNc1cccc(S(=O)(=O)N(C)C)c1 | -0.3 | -10 | 3 | 0.8 | 2.5 | -9 | -2 | 0.9 | 0.4 | 72*
Cc1cccc(NC(=S)N(Cc2cccs2)Cc2cc3cc(C)cc(C)c3[nH]c2=O)c1 | -0.1 | -20 | 10 | 0.9 | 0.0 | -6 | 2 | 1.1 | 6.9 | 18
CC(C)Sc1nc2sc3c(c2c2nnc(SCC(=O)NCc4ccco4)n12)CCCC3 | 0.1 | -8 | -2 | 1 | 1.7 | -6 | 2 | 1.1 | 5.6 | 4
Nc1nc(Cl)cc(N2CCC(c3cc(-c4ccc(Cl)cc4)n[nH]3)CC2)n1 | -0.3 | 32 | -3 | 0.9 | 1.9 | · | -3 | 1 | 1.6 | 100*
O=C(COc1cc(F)ccc1[N+](=O)[O-])Nc1cccc(Br)c1 | 0.6 | -10 | -3 | 0.9 | -0.8 | 6 | 2 | 1 | 1.9 | -3
COc1ccc(/C=c2\s/c(=C(/C#N)C(=O)NCc3ccco3)n(-c3ccccc3)c2=O)cc1 | -0.2 | -4 | 4 | 0.9 | 0.5 | -7 | -3 | 0.9 | 6.4 | 62*
COc1ccc(-c2noc(-c3ccccc3C(=O)Nc3cccnc3)n2)cc1 | -0.2 | -8 | -1 | 0.9 | 3.2 | 12 | 1 | 1 | 1.7 | 22
CSc1ccccc1NC(=O)CSCc1ccccc1Br | -0.5 | -11 | -5 | 0.9 | -8.8 | · | 2 | 0.9 | 1.5 | 2
CC(=O)/C(C[N+]1(C)CCCCC1)=N\O | -0.2 | -12 | -5 | 0.9 | -0.1 | -16 | 0 | 1.1 | 0.7 | -7
COc1cccc(/C=C/C(=O)OC(C)C(=O)Nc2c(C)n(C)n(-c3ccccc3)c2=O)c1 (stereo unspecified) | -0.3 | 0 | -1 | 1 | 0.3 | 2 | -2 | 1 | 0.2 | 14
CC(C)NC(=O)CC(=O)N/N=C/c1c(F)cccc1Cl | -0.3 | -7 | -3 | 0.9 | 1.0 | 4 | -2 | 0.9 | 1.3 | -2
CC(=O)OCc1c(C(F)(F)F)nn(C)c1Sc1ccccc1 | -0.1 | -11 | -5 | 1 | -0.6 | · | -2 | 1 | 1.2 | -8
CCSc1nc2ccccc2[nH]1 | -0.1&-0.1 | 2&-7 | -8&-2 | 1.1&1 | 0.8&-3.4 | · | -2&-2 | 1.1&1.1 | 2.9&0.6 | 10&1
COc1ccc(Br)cc1CNC(=O)C1CCN(S(=O)(=O)N2CCCCC2)CC1 | -0.4 | -2 | -4 | 1.1 | -0.1 | -3 | -1 | 1.1 | 1.4 | 6

Single values from the results shown:
Reading of COc1ccccc1NCC(=O)N/N=C(\C)c1ccc(Br)s1 under Efa HMGR inh: 2
Reading of O=C(O)CCCC(=O)N1CCN(C(c2ccccc2)c2ccccc2)CC1 under Hsp70 activator: -0.6
